Screens (PubChem BioAssay)
NOD1 NF-kB reporter = NOD1 signaling inhibitors, primary screen, cell-based, luminescence, uHTS (AID 1578). NOD1-driven NF-kB luciferase reporter cells, luminescence; higher % means a stronger effect. hit rate 1% among 290,000. inhibition, % at 4 µM; hits with a dose series show EC50 in µM; in the data active = inhibition mostly above about 36%, no sharp cut-off; inactive = mostly below about 34%;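 note: HEK-293T reporter cells stimulated with the NOD1 agonist gamma-tri-DAP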
HIV fusion peptide = inhibitors of HIV fusion peptide binding, primary screen, biochemical, uHTS, fluorescence dequenching (AID 1986); cell-free peptide binding, fluorescence dequenching, 30 min; higher % means a stronger effect; one-dose inhibition, % at 20 µM; IC50 in µM for titrated hits; hit rate 0.3% among 290,000; in the data active = inhibition mostly above about 52%, no sharp cut-off; inactive = mostly below about 76%; note: some results filed as inactive read as strong as hits
NOD2 inhibition = NOD2 signaling inhibitors, cell-based, luminescence, uHTS, HEK293 (AID 1566). HEK293 NOD2/NF-kB luciferase reporter, luminescence; higher % means a stronger effect. inhibition, % at 4 µM; hits with a dose series show EC50 in µM. hit rate 0.63% among 290,000; note: many of its hits are not listed in these tables
GPR55 activation = GPR55 agonists via beta-arrestin recruitment, primary screen, imaging, U2OS cells, beta-arrestin-GFP redistribution (AID 1961); G-protein coupled receptor 55 (Homo sapiens); U2OS GPR55 beta-arrestin-GFP redistribution imaging; higher % means a stronger effect; one-dose activation, % at 10 µM; EC50 in µM for titrated hits; hit rate 0.048% among 290,000;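 active = activation above 40% with more than 50 cells counted in the well; inconclusive = wells holding fewer than 50 cells, flagged as toxic or sparse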;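 note: U2OS osteosarcoma cells stably expressing GPR55 and beta-arrestin-GFP; plate controls were DMSO negative control for no effect and LPI positive control for full effect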
GPR35 antagonists = GPR35 antagonists blocking zaprinast-driven arrestin recruitment, primary screen, imaging, U2OS, beta-arrestin-GFP, zaprinast agonist (AID 2058); inhibition, % at 10 µM, or IC50 in µM where a hit was titrated; G-protein coupled receptor 35 (Homo sapiens); hit rate 0.052% among 290,000; U2OS GPR35 beta-arrestin-GFP translocation imaging, zaprinast antagonism; higher % means a stronger effect;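 active = inhibition of at least 50% with at least 30 cells and total cytoplasm GFP at most 10,000,000; inconclusive = under 30 cells or total GFP of 10,000,000 plus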
GPR55 LPI antagonism = GPR55 antagonists blocking LPI-driven arrestin recruitment, primary screen, imaging, U2OS, beta-arrestin-GFP, LPI agonist (AID 2013); hit rate 0.13% among 290,000; U2OS GPR55 beta-arrestin-GFP translocation imaging, LPI antagonism; higher % means a stronger effect; G-protein coupled receptor 55 (Homo sapiens); one-dose inhibition, % at 10 µM; IC50 in µM for titrated hits;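 active = spots per cell inhibited over 60%, with over 100 cells counted and total cytoplasm intensity under 500,000; inconclusive = wells with under 100 cells, flagged as likely toxic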;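 note: U2OS cells stably carrying GPR55 and arrestin-GFP stimulated by 5 µM LPI near EC80; imaged beta-arrestin-GFP aggregate spots per cell after agonist stimulation; plate controls were LPI-stimulated DMSO wells for no effect and DMSO wells without LPI for full effect; some results filed as inactive read as strong as hits; confirmed hits need IC50 under 10 µM and bright autofluorescent wells are also inconclusive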
KOR beta-arrestin-1 = KOR antagonists, beta-arrestin recruitment, cell-based, luminescence, uHTS (AID 1778) | one-dose inhibition, % at 10 µM; IC50 in µM for titrated hits | Kappa-type opioid receptor (Homo sapiens) | KOR beta-arrestin recruitment, luminescence, antagonist mode; higher % means a stronger effect | hit rate 0.091% among 290,000; note: strong numbers were not always called active
KOR beta-arrestin-2 = KOR agonists, beta-arrestin recruitment, primary screen, cell-based, luminescence, uHTS (AID 1777); Kappa-type opioid receptor (Homo sapiens); KOR beta-arrestin recruitment, luminescence; higher % means a stronger effect; activation, % at 10 µM, or EC50 in µM where a hit was titrated; hit rate 0.02% among 280,000; in the data active = activation above about 50%, passing the limit was not always enough; note: a part of the inactive calls stands beside numbers as strong as those of hits
Myeloid diff 2 = induction of myeloid progenitor differentiation, primary screen, cell-based, flow cytometry, MLPCN library; ER-HoxA9 myeloid progenitors, lysozyme-GFP differentiation; calls only at 10 µM; hit rate 1% among 360,000;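 active = normalized GFP-positive differentiation at or above the plate's own cutoff, the solvent-only control mean plus 3 SD; inconclusive = no clear call, values can overlap the other calls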;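 note: cells exposed to compound for four days before flow analysis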
Myeloid diff 2 GFP+ MAC1+ % = recorded beside Myeloid diff 2, whose call it bears; GFP+ MAC1+ double positive, %; measured here: differentiation confirmed by MAC1 staining
* = called active by the depositor; i = inactive; ? = inconclusive; . = not tested or not shown; [ ] = another dose, or the depositor's remark. Cut-off read from the data, not from the text of the source, unless noted: active = inhibition above about 50%; inactive = the rest. Some of the compounds tested; rates above refer to the full screens.

Values in the order: NOD1 NF-kB reporter	HIV fusion peptide	NOD2 inhibition	GPR55 activation	GPR35 antagonists	GPR55 LPI antagonism	KOR beta-arrestin-1	KOR beta-arrestin-2	Myeloid diff 2	Myeloid diff 2 GFP+ MAC1+ %
> Cc1onc(-c2ccccc2)c1C(=O)Nc1ccc(S(=O)(=O)NC(C)(C)C)cc1
 : 27.6%	-0.8%	-1.8%	0.1%	8.7%	-5.0%	-5.2%	12.6%	i	0.4
> O=C(O)CC1(CC(=O)Nc2cccc(C(=O)O)c2)CCCC1
 : -14.1%	-1.8%	-14.6%	-0.1%	-8.9%	1.3%	-3.1%	4.2%	.	.
> Cc1cc(C)c(NC(=O)c2cccc3c2C(=O)N(C2CCCCC2)C3)c(C)c1
 : 2.0%	-0.3%	9.5%	-0.1%	0.4%	7.2%	-18.6%	1.2%	i	0.8
> CC(C)(C)NC(=O)C(c1ccccc1)N(C(=O)c1ccco1)C1CC1 (centres undefined)
 : 8.5%	-1.0%	7.2%	-0.2%	-13.0%	-2.0%	-22.8%	-4.3%	i	3.2
> CC(=O)N(C)c1ccc(NC(=O)COc2ccc(Br)cc2C)cc1
 : 6.1%	1.6%	10.4%	-0.1%	7.3%	20.1%	-2.6%	-3.1%	i	0.3
> O=C(Cc1ccccc1)NCC(=O)N1CCN(c2ccccc2F)CC1
 : -43.2%	-0.9%	-0.6%	-0.1%	-10.5%	-13.1%	-18.2%	4.2%	i	0.6
> COc1ccc(NC(=O)CN2C(=O)CSC(C)C2=O)c(OC)c1 (centres undefined)
 : -24.3%	0.2%	6.6%	-0.5%	7.1%	-4.3%	1.9%	-3.6%	i	0.1
> CCC(C)NC(=O)Nc1ccc(Br)cc1Cl (centres undefined)
 : 31.9%	1.6%	4.4%	0.1%	11.3%	5.7%	-6.1%	-3.0%	i	0.5
> O=C(Nc1ccc2oc(-c3cccnc3)nc2c1)c1cccnc1
 : 2.2%	32.4%	8.5%	-0.2%	-1.5%	23.2%	-5.7%	5.3%	i	0.4
> NC(=O)COc1ccc2oc(-c3ccccc3)cc(=O)c2c1
 : -11.2%	0.1%	-59.3%	0.2%	18.3%	1.7%	-15.4%	-10.1%	i	0.4
> Cc1c([N+](=O)[O-])cc(C(=O)Nc2ccc(Cc3ccncc3)cc2)cc1[N+](=O)[O-]
 : -27.2%	0.2%	10.7%	0.6%	5.5%	8.7%	-35.5%	7.3%	i	0.4
> N#C/C(=C\c1cccc(O)c1)c1nc2ccccc2o1
 : -6.4%	-0.9%	-28.2%	-0.1%	-5.4%	1.8%	17.1%	-2.0%	i	0.5
> CCN1CCCC1CNC(=O)c1cc([N+](=O)[O-])c(N(C)C)cc1OC (centres undefined)
 : -15.6%	0.2%	6.1%	-0.4%	0.3%	3.2%	-64.0%[20 µM]	4.0%	i	0.2
> CCc1ccc2oc(-c3ccc(NC(C)=O)cc3)nc2c1
 : -108.9%	2.0%	-75.1%	-0.2%	-14.1%	-13.2%	-1.7%	-0.4%	i	1.0
> Cc1nc2ccccc2c2oc(C(=O)N3CCN(c4ccc([N+](=O)[O-])cc4)CC3)cc12
 : 22.6%	-2.4%	32.7%	-0.2%	2.5%	-1.8%	-36.1%	0.6%	i	0.0
> COc1cccc(OCC(O)CN2CCOCC2)c1 (centres undefined)
 : -2.7%	-5.6%	-11.2%	-0.1%	-6.1%	14.7%	-27.3%	2.1%	i	0.3
> O=C(CCN1C(=O)c2ccccc2C1=O)N1CCN(c2ccccc2)CC1
 : -15.5%	2.1%	1.0%	-0.2%	0.2%	5.6%	17.6%	0.1%	i	4.6
> O=C(COc1ccccc1Cl)NCc1ccncc1
 : 23.3%	-1.6%	-0.7%	0.3%	3.9%	5.8%	30.7%	9.5%	i	0.4
> O=C(NCc1ccco1)c1ccc(=O)oc1
 : -7.1%	6.9%	-27.0%	0.3%	-13.3%	13.8%	-12.4%	6.6%	i	1.2
> COc1ccc(-c2noc(CNC(=O)c3ccc4c(c3)OCO4)n2)cc1
 : -21.5%	0.8%	-10.8%	-0.2%	6.8%	0.3%	-10.5%	2.9%	i	0.8
> CCOC(=O)C1CCCN(c2c(NCCN(C)Cc3ccccc3)c(=O)c2=O)C1 (centres undefined)
 : 7.1%	0.0%	19.9%	0.2%	5.5%	-15.2%	2.2%	-1.8%	i	3.5
> NCCCNC(=O)Cn1c(=O)c2c3c(sc2n(Cc2ccccc2)c1=O)CCCC3
 : -7.4%	-0.7%	-2.7%	-0.1%	-8.2%	-0.8%	12.4%	23.1%	i	0.7
> CCOC(=O)C1=C(N)n2c(s/c(=C/c3ccco3)c2=O)=C(C(=O)OC)C1c1ccco1 (centres undefined)
 : -6.3%	45.8%	0.8%	-0.1%	-2.7%	-25.3%	-22.0%	1.3%	i	2.6
> Cc1cc(C(=O)NCC(c2ccco2)N(C)C)no1 (centres undefined)
 : -12.7%	1.5%	-11.3%	0.2%	-1.1%	14.0%	14.9%	-3.1%	i	1.4
> CCCCN(C(=O)c1ccc(S(=O)(=O)N(C)C)cc1)c1ccccc1
 : -8.5%	0.0%	17.6%	-0.1%	1.2%	7.4%	16.3%	-3.3%	i	0.4
> CCN1/C(=C/C=C/c2oc3ccc(-c4ccccc4)cc3[n+]2CC)Oc2ccc(-c3ccccc3)cc21
 : 43.7%	150.4%	-2.4%	-0.2%	?	?	-42.0%	4.7%	?	.
> CCCCC1OC23CCCCC2C(C#N)(C#N)C1(C#N)C(=N)O3 (centres undefined)
 : 9.9%	37.7%	-3.1%	-0.4%	29.6%	11.9%	2.5%	-1.7%	i	1.1
> COCCCn1c(=O)c2ccccc2n(CC(=O)N2CCCc3ccccc32)c1=O
 : -8.5%	-1.8%	13.8%	-0.2%	9.3%	16.1%	-16.2%	-2.8%	?	.
> CCCCOc1ccc(C(=O)N(Cc2ccco2)C2CCS(=O)(=O)C2)cc1 (centres undefined)
 : -46.9%	-2.0%	-7.6%	-0.2%	-20.0%	8.1%	-21.2%	-0.3%	i	1.4
> Cc1cccn2c(=O)c3cc(C(=O)NCCc4ccccc4)c(=N)n(Cc4ccco4)c3nc12
 : -6.3%	26.8%	13.5%	1.1%	-2.5%	33.1%	-24.6%	-2.2%	i	0.4
> CCn1cc(NC(=O)CCl)c(C)n1
 : -5.0%	-0.5%	-45.1%	0.2%	8.1%	3.4%	-6.5%[20 µM]	.	.	.
> CN(C)S(=O)(=O)c1ccc(NC(=O)c2cccnc2)cc1
 : 0.6%	1.7%	6.9%	-0.1%	4.4%	-1.1%	35.4%	-1.6%	.	.
> COCCn1c(SCC(=O)N2CCc3ccccc32)nc2c(c1=O)SC(C)C2 (centres undefined)
 : -2.1%	-2.6%	-26.2%	-0.1%	-0.1%	-7.4%	-14.6%	-6.5%	i	1.7
> N#Cc1c2ccc(OCC(N)=O)cc2n2ccccc12
 : 7.9%	-0.5%	4.4%	0.2%	8.3%	13.3%	-35.4%	1.7%	i	2.6
> O=C(N[C@@H](Cc1c[nH]c2ccccc12)C(=O)O)c1ccc(Cl)cc1
 : -20.3%	1.4%	16.8%	-0.5%	6.6%	7.8%	-22.6%	-5.4%	i	0.6
> COc1ccc(CNC(=O)CCc2nnc3ccc(NCCCN4CCCC4=O)nn23)cc1
 : 3.4%	-0.9%	10.9%	-0.2%	17.7%	-5.8%	-11.1%	0.8%	i	0.9
> COCCOC(=O)C1=C(C)NC(=O)NC1c1cn(-c2ccccc2)nc1-c1cccs1 (centres undefined)
 : 4.9%	-1.9%	16.8%	0.7%	15.0%	6.0%	19.9%	3.9%	i	0.9
> CC1=CC(=C(C#N)c2nc3ccccc3s2)C=C(C)N1c1ccc(F)cc1
 : -34.2%	66.4%*	-45.3%	-0.2%	9.2%	-3.7%	-6.7%	3.2%	i	0.5
> COc1ccc(C(=O)N/C(=C\c2ccc3c(c2)OCO3)C(=O)Nc2cccc(C(=O)O)c2)cc1
 : -47.5%	2.4%	-2.2%	-0.5%	-8.0%	2.4%	-10.7%	-0.4%	i	0.4
> COc1ccc(C2C3=C(Nc4ncnn42)c2ccccc2CCC3)cc1 (centres undefined)
 : 8.1%	-2.1%	4.8%	0.1%	-8.0%	2.7%	36.1%	-4.0%	i	2.9
> O=C(NC1CCCCCCC1)c1cccc(Cl)c1
 : 6.1%	-0.9%	-16.0%	0.0%	10.7%	0.6%	21.6%	-4.7%	i	0.5
> O=C(OC(C(=O)NCc1cccs1)c1ccccn1)c1cccs1 (centres undefined)
 : -9.8%	0.7%	-0.1%	0.3%	13.8%	-9.3%	0.4%	.	i	9.3
> CCOC(=O)C1CCCN(C(=O)c2cccc(S(=O)(=O)N3CCOCC3)c2)C1 (centres undefined)
 : -9.0%	-0.7%	18.5%	-0.3%	21.3%	2.6%	5.7%	-6.4%	i	0.8
> COc1ccc(-c2nnc(-c3ccccc3O)o2)cc1
 : -7.9%	-1.9%	-42.3%	0.0%	15.5%	4.8%	-19.3%	-2.0%	i	0.2
> CCn1c(SCC(=O)Nc2ccc(OC)cc2OC)nc2nc3c(cc2c1=O)COC(C)(C)C3
 : -1.2%	-2.2%	16.9%	0.2%	-3.4%	-5.4%	28.9%	0.4%	i	0.1
> COc1ccc(C(=O)NCc2nnc(SCC(=O)Nc3ccccc3OC)o2)cc1
 : -21.2%	0.2%	7.7%	0.0%	-2.0%	-1.5%	-36.1%	1.2%	i	0.2
> CCN(CC)C(C(=O)NC1CCCCC1)c1ccc(C)cc1 (centres undefined)
 : -7.4%	-1.4%	4.5%	1.4%	-0.1%	21.9%	17.5%	0.4%	i	0.6
> CCOc1ccc(NC(=O)C2CCCN(c3nn4c(=O)cc(C)nc4s3)C2)cc1 (centres undefined)
 : -50.5%	0.4%	8.7%	-0.1%	-6.3%	-12.9%	-11.5%	0.2%	i	2.2
> COc1ccc(S(=O)(=O)N(C)C)cc1NCC(=O)Nc1ccc(Br)cc1F
 : 1.9%	-0.5%	6.0%	-0.2%	7.1%	-0.2%	-21.8%	8.3%	i	0.8
